RAM network inh – inhibitors of the yeast RAM network, primary screen, dse1pr::URA3 reporter, 5-FOA selection; S. cerevisiae dse1pr::URA3 reporter, 5-FOA growth OD615, 2 d; analog-sensitive cbk1-as2 kinase mutant strain; inhibition, % at 50 µM; hit rate 1.8% among 190,000; AID 868, 2007;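 active = inhibition above a set limit, 3 SD over mean compound inhibition, cut at about 8.4% in these data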;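 also: 0% = DMSO-only wells with no growth and 100% = 10 µM 1-NA-PP1 full growth; inhibition rescues growth on 5-FOA so higher OD means more RAM inhibition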
STAT3 activator – IL-6 driven STAT3 reporter potentiators, primary screen, U3A cells, luciferase, luminescence, MLSCN library | IL-6 STAT3-luciferase reporter; 100% = signal with IL-6 EC80 alone | activation (% of control), % at 5.6 µM | hit rate 0.91% among 190,000;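 active = activation above the screen-wide mean of compound activation plus 3 SD, cut at about 130% in these data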;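 also: 0% = background luminescence of wells with medium and substrate only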
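system = STAT3-luciferase reporter U3A cells | reagent = IL-6 stimulus at 33 ng/mL final | timing = 1 h compound pre-exposure, 6 h IL-6 stimulation, 37 °C | measured by = luminescence | evaluation = % activation versus median of IL-6-stimulated wells | control set = IL-6-only wells as 100% reference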
STAT1 blocker – STAT1 signaling inhibitors, primary screen, cell-based, HTS, luciferase reporter | AID 920, 2007 | hit rate 0.35% among 200,000 | NIH 3T3 STAT1-luciferase reporter, IFN-gamma, luminescence | inhibition, % at 5.5 µM;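 active = inhibition above a set limit, the mean inhibition across all tested compounds plus 3 SD, cut at about 34% in these data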;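 also: 0% = IFN-gamma with DMSO and 100% = IFN-gamma with 300 µM nifuroxazide; values of inactives mirror those of a sister screen read the other way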
STAT1 activator – STAT1 signaling activators, primary screen, cell-based, HTS, luciferase reporter; AID 932, 2007; NIH 3T3 STAT1-luciferase reporter, IFN-gamma, luminescence; 100% = IFN-gamma alone, no compound; hit rate 2.6% among 200,000; activation (% of control), % at 5.5 µM;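 active = activation above the screen-wide mean activation plus 3 SD, cut at about 130% in these data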;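 also: raw ratio to IFN-gamma control signal so 100% means no change and 0% no light; values of inactives mirror those of a sister screen read the other way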
APP 5'UTR act – activators of APP 5'UTR luciferase reporter, primary screen, SH-SY5Y cells. SH-SY5Y APP 5'UTR luciferase reporter, luminescence; zero percent = DMSO vehicle wells. activation, % at 2 µM. hit rate 1% among 190,000;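 active = activation above a set limit, based on mean plus 3 SD of controls, cut at about 140% in these data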; also: values of inactives mirror those of a sister screen read the other way
Hsp70 activator – Hsp70 transcriptional activators, primary screen, cell-based, HeLa, Hsp70 promoter luciferase, luminescence, 10 µM; HeLa Hsp70 promoter luciferase reporter; scaled: vehicle 0, proteasome-inhibitor control 100%; activation, % at 10 µM; hit rate 0.04% among 200,000; AID 1203, 2008;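 active = activation above the mean across all tested compounds plus 3 SD, cutoff set per campaign, cut at about 5.5% in these data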;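 also: 100% = MG132 at 30 µM as the positive control and 0% = DMSO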
FLuc inhib CS – firefly luciferase enzyme inhibitors, primary screen, artefact control for luciferase-based inhibitor screens, biochemical, luminescence, ATPLite; 10 min; inhibition, % at 10 µM; hit rate 1.5% among 200,000;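 active = inhibition above about 50% when tested at 10 µM, limit read from the data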
Target sequence (P08659 whole entry, looked up): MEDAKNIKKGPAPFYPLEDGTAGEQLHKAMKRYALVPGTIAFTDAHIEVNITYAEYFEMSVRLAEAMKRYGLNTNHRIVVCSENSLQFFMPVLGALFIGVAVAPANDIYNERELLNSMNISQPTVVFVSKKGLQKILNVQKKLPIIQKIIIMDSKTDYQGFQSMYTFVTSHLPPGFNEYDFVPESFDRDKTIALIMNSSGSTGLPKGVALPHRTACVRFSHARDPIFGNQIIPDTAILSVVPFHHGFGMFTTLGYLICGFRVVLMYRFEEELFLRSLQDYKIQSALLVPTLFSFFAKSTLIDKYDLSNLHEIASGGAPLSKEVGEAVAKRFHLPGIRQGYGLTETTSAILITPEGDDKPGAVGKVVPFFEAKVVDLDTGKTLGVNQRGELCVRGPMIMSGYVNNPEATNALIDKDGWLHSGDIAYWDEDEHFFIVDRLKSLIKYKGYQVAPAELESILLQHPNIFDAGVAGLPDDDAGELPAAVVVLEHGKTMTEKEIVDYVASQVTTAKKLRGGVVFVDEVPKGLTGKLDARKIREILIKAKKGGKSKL
NF-kB expr up – activators of NF-kB expression in neurons, primary screen, cell-based, HTS; human neuronal cells, NF-kB reporter expression; active compounds read high; fold change at 12.5 µM; hit rate 1.6% among 190,000; AID 1239, 2008; in the data active = fold change above about 3.3
STAT3 inh – IL-6 driven STAT3 reporter inhibitors, primary screen, U3A cells, luciferase, luminescence, MLSCN library. IL-6 STAT3-luciferase reporter; host cell line lacks STAT1. inhibition, % at 5.5 µM. hit rate 0.89% among 190,000;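 active = inhibition above the mean inhibition across all screened compounds plus 3 SD, cut at about 44% in these data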;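 also: 0% = DMSO only wells and 100% = 100 µM nifuroxazide control wells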
APP transl inh – inhibitors of APP translation via 5'UTR reporter, primary screen, APP 5'UTR luciferase, SH-SY5Y cells; SH-SY5Y APP 5'UTR-luciferase reporter, luminescence; inhibition, % at 2 µM; hit rate 0.82% among 190,000; AID 1285, 2008;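 active = inhibition above a set limit, derived from the sample mean plus 3 SD, cut at about 45% in these data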; also: values of inactives mirror those of a sister screen read the other way
* = called active by the depositor; / = no result given. Compounds were not picked by outcome; 7.7% or so of the library scored in one or more.

Results follow in this order: RAM network inh, STAT3 activator, STAT1 blocker, STAT1 activator, APP 5'UTR act, Hsp70 activator, FLuc inhib CS, NF-kB expr up, STAT3 inh, APP transl inh
Cc1ccc(-c2nnn(CC(=O)N(CC(=O)NC3CCCC3)c3ccc(F)c(Cl)c3)n2)o1
  2.9, 125, 7, 95, -2, -0.2, -8, 1.2, -26, 2
Cc1cc(CSc2ccccc2)ccc1NC(=O)c1ccc(Br)cc1
  3.8, 106, -10, 109, /, -0.4, -8, 1.1, -6, /
CCNc1nc(NCC)nc(OCCNS(=O)(=O)c2cc(C)ccc2C)n1
  0.2, 102, 2, 98, 24, -0.1, 0, 0.83, 2, -24
COc1ccc(NC(=O)CSc2nc3ccccc3c(=O)n2CCCN2CCOCC2)c(OC)c1
  1.7, 98, 1, 98, 21, -0.1, -7, 0.86, 8, -21
O=S(=O)(NCCSc1nc2ccccc2o1)c1ccccc1
  2.4, 100, -6, 105, 17, -0.1, -2, 1.1, 2, -16
O=C(NCCc1cccc(Cl)c1)c1cccc([N+](=O)[O-])c1
  -0.5, 100, -1, 100, 27, 0.0, -5, 1.8, -3, -27
CCOC(=O)C1CCN(S(=O)(=O)c2ccc3[nH]c(=O)oc3c2)CC1
  2.1, 97, -3, 102, -13, -0.1, 4, 0.96, 12, 13
O=C(CCN1C(=O)C2C3CCC(C3)C2C1=O)Nc1ccc([N+](=O)[O-])cc1 (stereo not drawn)
  1.4, 102, -5, 105, -1, -0.2, -2, 1.5, -2, 2
CC(C)NC(=O)CC(=O)N/N=C/c1ccc(F)cc1
  0.8, 97, 9, 92, 18, -0.2, -7, 1.1, 8, -18
Nc1nc(N2CCN(C/C=C/c3ccccc3)CC2)nc2ccccc12
  -0.4, 97, -3, 102, 20, -0.3, -5, 1, 8, -20
CC1(c2ccccc2)NC(=O)N(CC(=O)Nc2ccc([N+](=O)[O-])cc2)C1=O (stereo not drawn)
  -0.3, 106, 12, 87, -15, -0.2, -3, 1.1, -1, 15
CCOc1ccc(CCNC(=O)CSc2cc(=O)n(C)c3ccccc23)cc1OCC
  0.0, 89, -3, 102, /, -0.3, -10, 1.3, 14, /
CN(C)/C=C/C(=O)c1cnc2n(c1=O)CCS2
  0.2, 102, -5, 104, -3, 2.1, -3, 1.3, -1, 2
S=C(Nc1ccc2nc(-c3ccccn3)c(-c3ccccn3)nc2c1)N1CCCCCC1
  1.1, 106, -2, 100, -10, -0.3, 1, 1.1, -5, 10
Cc1cc(C)nc(SC2CCCCC2O)n1 (stereo not drawn)
  -0.5, 136*, 5, 97, 20, 0.1, -6, 1.1, -41, -20
COC(=O)NCCOC(=O)N(O)c1ccc(Br)cc1
  1.1, 92, 7, 94, 3, -0.1, -5, 0.81, 14, -3
Cc1ccc(NC(=O)c2c(C(F)(F)F)nn(C)c2Cl)cc1C
  2.8, 92, -7, 106, /, -0.3, -2, 1.3, 15, /
NC(=O)c1ccccc1
  0.9, 102, -2, 100, -3, -0.2, -5, 1.4, -1, 3
CCN(CC)C(=O)CN(C#N)c1nc(NC(C)C)nc(NC(C)C)n1
  -0.2, 109, -3, 103, -2, 0.2, -5, 1.1, -5, 2
COc1ccc(NC(=O)CN(Cc2ccccc2)S(C)(=O)=O)cc1OC
  1.4, 96, -5, 104, -15, -0.3, -8, 1, 5, 15

An excerpt from above, showing only APP 5'UTR act and STAT1 blocker:
Compound | APP 5'UTR act | STAT1 blocker
Cc1cc(C)nc(SC2CCCCC2O)n1 (stereo not drawn) | 20 | 5
Cc1ccc(NC(=O)c2c(C(F)(F)F)nn(C)c2Cl)cc1C | / | -7

The list goes on:
Results follow in this order: RAM network inh, STAT3 activator, STAT1 blocker, STAT1 activator, APP 5'UTR act, Hsp70 activator, FLuc inhib CS, NF-kB expr up, STAT3 inh, APP transl inh
Cc1cc(C)cc(OC(C)c2ccnc3nc(/N=C/N(C)C)nn23)c1 (stereo not drawn)
  -0.2, 102, -3, 103, 18, -0.6, -2, 1.4, 5, -18
Brc1cccc(-c2nnc3sc(CN4CCCCC4)cn23)c1
  3.0, 99, -6, 106, 9, -0.1, -6, 1.3, 3, -9
CCc1nc(CN2CCN(Cc3ccc(F)c(F)c3)C(CCO)C2)c(C)[nH]1 (stereo not drawn)
  0.5, 105, 0, 98, 23, 0.1, -5, 0.98, 0, -23
CC1(C)OC(=O)C(=NNc2ccccc2)C(=O)O1
  1.3, 101, 6, 95, -1, -0.1, -4, 1.3, 2, 1
COc1cc(C=O)ccc1OC(=O)c1ccc(C(C)C)cc1
  3.2, 103, -5, 104, 0, -0.2, -5, 1.2, -3, 0
CCOC(=O)c1sc2nc(C(C)C)c3c(c2c1N)CCC3
  1.9, 98, 4, 96, -1, -0.2, -7, 1.2, 5, 1
COc1cc2cc(CN(C(=O)Nc3ccccc3)C3CCCC3)c(=O)[nH]c2cc1OC
  4.7, 103, -11, 110, 8, -0.1, -8, 0.73, -1, -8
CCCOc1c(OC)cccc1C1CC(=O)Nc2cc(OC)c(OC)c(OC)c21 (stereo not drawn)
  4.3, 91, 14, 87, 5, 0.2, -4, 1.3, 19, -5
Cc1ccc(N(CC(=O)N/N=C/c2ccco2)S(=O)(=O)c2ccccc2)cc1
  1.1, 102, 5, 95, 5, 0.8, -6, 1.2, 6, -5
COCCCNC(=O)c1ccc2nc3ccccc3c(=O)n2c1
  2.9, 99, -9, 108, 14, 0.6, -5, 0.47, 5, -14
CCOC(=O)CSc1nnc(Cc2ccccc2)n1-c1ccc(C)cc1
  0.2, 103, -11, 110, 1, 0.2, 2, 0.98, -1, -2
COc1ccc2cc(-c3[nH]ncc3CN3CCCN(c4ccccc4)CC3)ccc2c1
  0.6, 107, -15, 112, 1, 0.2, -9, 1.1, -3, -1
O=C(CN(C(=O)Cn1nnc(-c2ccc(F)cc2)n1)C1CCCC1)NC1CCCC1
  2.4, 101, 4, 97, -13, -0.1, -1, 0.96, 4, 12
O=C(Nc1ccccc1OC(F)F)c1oc2ccccc2c1COc1ccccc1
  8.4, 101, 10, 93, 25, -0.1, -17, 0.97, -4, -25
CSCCC(N=Cc1c(O)n(-c2ccc(F)cc2)c(=O)[nH]c1=O)C(=O)O (stereo not drawn)
  1.9, 102, 7, 94, -5, 0.1, -2, 1.1, 3, 5
COc1cc(-c2c(C#N)c(N)nc(SCc3ccncc3)c2C#N)cc(OC)c1OC
  0.5, 90, 10, 91, 6, -0.3, -6, 0.81, 18, -6
c1ccc(C2=Nc3ccccc3OC2)cc1
  0.0, 100, -35, 132*, 13, -0.1, 33, 4.8*, 7, -13
CCOc1ccc(NC(=O)c2ccc(NC(=O)c3cn4c5c(c(N6CCN(C)CC6)c(F)cc5c3=O)OCC4C)cc2)cc1 (stereo not drawn)
  -0.1, 102, 9, 91, -10, -0.1, -4, 0.94, 2, 10
CSc1nnc(-c2ccncc2)n1CCCN1CCCC1=O
  /, 101, 3, 97, 0, 0.2, -7, /, 7, 0
Cc1cccc2cc3c(nc12)SC(=NCC1CCCO1)N(Cc1ccco1)C3 (stereo not drawn)
  5.7, 99, 1, 99, -2, -0.2, -2, 1.1, 11, 2
Cc1ccccc1NC(=O)Cc1nnc(SCc2ccc(Cl)c(Cl)c2)n1C
  7.1, 103, -3, 99, -9, -0.3, 1, 0.91, 6, 9
Cc1nn(-c2cc(C(F)(F)F)ccc2Cl)c2nc(C(F)(F)F)[nH]c(=O)c12
  2.4, 99, -10, 109, 9, -0.1, -8, 1.1, 1, -9
[O-]/C(=C(\C(=S)Nc1ccc(SC(F)F)cc1)[n+]1ccccc1)c1cc(Cl)ccc1Cl
  2.8, 105, 19, 81, 10, 0.0, -3, 0.76, -4, -10
O=C(N/N=C/c1ccc2c(c1)OCO2)c1ccc(Cn2cc([N+](=O)[O-])cn2)o1
  -0.3, 107, -10, 109, 18, -0.2, 41, 1.1, -4, -18
CCN(/N=C/c1ccc(Cl)cc1)c1cc(=O)n(C)c(=O)[nH]1
  2.3, 91, -6, 106, 5, -0.4, 2, 1.1, 13, -5
COc1cc(NS(=O)(=O)c2ccc(NC(=O)C3CCCO3)cc2)nc(OC)n1 (stereo not drawn)
  2.4, 112, -6, 105, -12, 0.1, -7, 1.1, -9, 12
CCCSCC(=O)Nc1ncc2c(n1)-c1ccccc1CC2
  2.5, 81, -5, 104, -12, -0.2, -6, 0.95, 25, 12
O=C1C=C(NCc2ccc3c(c2)OCO3)CC(c2ccccc2)C1 (stereo not drawn)
  3.9, 111, 6, 93, 11, 0.1, -5, 1.2, -5, -11
CCCC(=O)Nc1ccc2nc(SCC(=O)Nc3nccs3)sc2c1
  /, 112, 3, 97, 12, -0.4, 4, 1, -13, -12
CCN(C(=O)c1cc2ccccc2oc1=O)c1cccc(C)c1
  0.4, 98, -1, 101, 6, -0.6, 3, 1.2, 8, -6

Taken from the entries so far, three compounds:
Results follow in this order: RAM network inh, STAT3 activator, STAT1 blocker, STAT1 activator, APP 5'UTR act, Hsp70 activator, FLuc inhib CS, NF-kB expr up, STAT3 inh, APP transl inh
c1ccc(C2=Nc3ccccc3OC2)cc1
  0.0, 100, -35, 132*, 13, -0.1, 33, 4.8*, 7, -13
CCOc1ccc(NC(=O)c2ccc(NC(=O)c3cn4c5c(c(N6CCN(C)CC6)c(F)cc5c3=O)OCC4C)cc2)cc1 (stereo not drawn)
  -0.1, 102, 9, 91, -10, -0.1, -4, 0.94, 2, 10
CSc1nnc(-c2ccncc2)n1CCCN1CCCC1=O
  /, 101, 3, 97, 0, 0.2, -7, /, 7, 0

Remaining list, next part:
Results follow in this order: RAM network inh, STAT3 activator, STAT1 blocker, STAT1 activator, APP 5'UTR act, Hsp70 activator, FLuc inhib CS, NF-kB expr up, STAT3 inh, APP transl inh
COc1cc2[nH]c(=S)n(CCCN3CCOCC3)c(=O)c2cc1OC
  0.7, 100, 0, 100, 9, -0.1, 0, 1.1, 4, -9
COc1cc(/C=C2/N=C(C3CCCCC3)OC2=O)cc(OC)c1OC
  2.9, 100, 9, 92, 2, 0.1, -5, 1.1, 6, -2
COc1ccc(NC(=O)c2ccc(-c3ccc(OC)cc3)s2)cc1
  4.6, 89, -2, 102, 39, -0.3, -4, 1.2, 17, -39
Cc1cccc(OCCNC(=S)NC(=O)c2cccnc2)c1
  2.6, 105, -6, 105, 8, -0.2, -4, 1.2, -5, -8
Cc1ccc(/C=C2\Oc3cc(OC(=O)N4CCOCC4)ccc3C2=O)cc1
  6.5, 103, 1, 99, 9, -0.3, 24, 1.1, 0, -9
CCn1c(SCC(=O)Nc2ccccc2C(=O)OC)nnc1-c1cccc(C)c1
  -0.1, 100, 7, 94, 0, 0.1, -5, 1, 6, 0

Screens as filed in PubChem.
